Screens: PubChem BioAssay, National Center for Advancing Translational Sciences (NCATS)
HT1080 IDH1KD tx = toxicity to HT-1080 IDH1 knockdown cells (counter line). AID 686971. 360,000 tested, 2% active. Potency, µM (titrated, usually from 46.1 µM), without a hit: at the top dose activity, negative = toxicity, hits mostly cytotoxic. HT-1080 IDH1 knockdown viability, ATP luminescence, 48 h;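 further: potency means the concentration at half of the fitted maximal effect; 0% = DMSO wells and -100% = cell-free medium wells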
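HT-1080-IDH1KD cells (IDH1 knocked down), 750/well in RPMI with 5% FBS, treated with compound 48 h at 37 degrees C. Viability by CellTiter-Glo luminescence, normalised to DMSO and no-cell wells; concentration-response curves classed.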
HepG2 viability = HepG2 cytotoxicity, counter-screen for TGF-b inhibitors; HepG2 CAGA-GFP viability, ATP luminescence, 18 h; Potency, µM (series often up to 46.1 µM), for inactives: at the highest dose activity change, negative = cytotoxicity, usual class: cytotoxic; 410,000 tested, 0.76% active; AID 588856; further: potency means the concentration at half of the fitted maximal effect; some results filed as inactive show a strong effect at the top dose
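CellTiter-Glo luminescence gave cytotoxicity after 18 hours at 37 degrees C. The cells were HepG2 CAGA-GFP in 1% FBS DMEM, stimulated with 500 pg/mL TGF-beta after compound addition. %Activity was normalised to no-cell wells (complete cell-killing) and DMSO (no toxicity), and curves were fitted and classified.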
IL-1B inflam inh = blocks inflammasome-driven IL-1 beta release | THP-1 LPS/ATP IL-1B secretion, AlphaLISA, 16 h; active compounds read low | activity change, % at 57.5 µM | 360,000 tested, 4.7% active; in the data active means activity change below about -50%; inconclusive means mostly about -30% to -49%; further: on the % scale 0 is the no-effect control and ±100 the full control effect
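Secreted IL-1B measured by AlphaLISA bead assay after 16 h compound exposure of THP-1 cells; compounds (final up to 57.5 uM) added 1 h before LPS (250 ng/mL) and ATP (1.25 mM) stimulation; lower signal means less secretion.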
HT1080-NT tox = kills 2HG-producing HT-1080-NT fibrosarcoma cells | HT-1080-NT fibrosarcoma viability, CellTiter-Glo ATP luminescence, 48 h | Potency, µM (doses to about 46.1 µM), for inactives: top-dose activity, negative = less viability, most hits filed as cytotoxic | 360,000 tested, 1.6% active | AID 686970;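 further: NT is the 2HG producing partner of a matched IDH1 knockdown line; potency means the concentration at half of the fitted maximal effect; 0% = DMSO-treated cells and -100% = media-only wells without cells; nearly all actives have a fitted effect of over 55% in size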
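Toxicity toward the 2HG-producing NT line was scored as %Activity, normalised to DMSO and no-cell wells, from CellTiter-Glo luminescence after 48 hours' treatment.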
MCF10A rerep = induces DNA re-replication in MCF 10a normal breast cells. 350,000 tested, 2.9% active. AID 624296. MCF 10A DNA re-replication, Hoechst nuclear intensity, 48 h. Potency, µM (titrated, usually from 46.1 µM), for the others: at the highest dose activity, positive = re-replication, actives largely listed as activators; further: potency means the concentration at half of the fitted maximal effect; % of control where 0% means no effect; nearly all actives have a fitted effect of over 50% in size
ATXN2 expr inh = ATXN2 expression inhibition. HEK-293 ATXN2-luciferase reporter, luminescence, 24 h. Potency, µM (top dose mostly 57 µM), inactives show at the top dose activity change, negative = inhibition, usual class: inhibitors. 360,000 tested, 0.72% active. AID 1745845; further: potency means the concentration at half of the fitted maximal effect; on the % scale 0 is the no-effect control and ±100 the full control effect; nearly all actives have a fitted effect of over 55% in size
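qHTS (up to 57 uM final) was run with 24 h compound exposure of reporter cells at 37 °C. Each well was multiplexed: SteadyGlo luminescence measured ATXN2-luciferase expression after a fluorogenic Gly-Phe-AFC viability readout (25 uM final).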
S2 tox = cell viability loss in ATXN counter-screen; S2 cells (HEK-293 line with an ATXN2-luciferase reporter) viability, CellTiter-Fluor protease fluorescence, 24 h; Potency, µM (doses to about 56.7 µM), usual class: cytotoxic; 400,000 tested, 0.49% active; AID 651635; further: potency means the concentration at half of the fitted maximal effect; nearly all actives have a fitted effect of over 40% in size
SW480 rereplic = DNA re-replication induction in SW480 cells. SW480 DNA re-replication, Hoechst DNA content imaging, 48 h. Potency, µM (highest dose often 46.1 µM), without a hit: at the highest dose re-replication activation, usual class: activators. 340,000 tested, 1.8% active; further: potency means the concentration at half of the fitted maximal effect; % of control where 0% means no effect; nearly all actives have a fitted effect of over 55% in size
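First, 250 cells per well were seeded. Next, compound or vehicle (23 nL) was pinned in, plates sat 48 hr at 37 C. Finally Hoechst was added for 40 min before fluorescence scanning.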
KB-3-1 tox = kills parental KB-3-1 adenocarcinoma cells. AID 1347075. 400,000 tested, 1.4% active. Potency, µM (series often up to 46.1 µM), without a hit: top-dose activity change, negative = cytotoxic, hits mostly cytotoxic. KB-3-1 viability, CellTiter-Glo ATP luminescence, 72 h; further: potency means the concentration at half of the fitted maximal effect; on the % scale 0 is the no-effect control and ±100 the full control effect; nearly all actives have a fitted effect of over 60% in size
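72 h, 37 °C compound treatment of KB-3-1 parental cells; CellTiter-Glo added, 10 min, luminescence read. Data corrected against DMSO-only plates and normalized before curve fitting.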
* = called active by the depositor; i = inactive; ? = inconclusive; . = no result given. Unless noted, the call rests on the fitted dose curve; in most records, active means well fitted curve in the direction sought with a large enough effect; inconclusive means small, poorly fitted or top-dose-only effect, or another doubt; inactive means no such curve, though single readings can be large; an effect the other way counts as inactive or inconclusive.

A first look, 2 compounds:
SMILES | HT1080 IDH1KD tx | HepG2 viability | IL-1B inflam inh | HT1080-NT tox | MCF10A rerep | ATXN2 expr inh | S2 tox | SW480 rereplic | KB-3-1 tox
CCn1c(O)c(/C=N/N=C2CCCC2)c2ccc(C3=NNC(=O)CC3)cc21 | 1% | 11% | 21 | -6% | 4% | 1% | i | 25% | -1%
Cc1ccc(C)n1C1CCS(=O)(=O)C1 (configuration not stated) | -15% | 3% | -16 | -20% | ? | 1% | i | ? | 0%

Main list, from the start:
SMILES | HT1080 IDH1KD tx | HepG2 viability | IL-1B inflam inh | HT1080-NT tox | MCF10A rerep | ATXN2 expr inh | S2 tox | SW480 rereplic | KB-3-1 tox
CCn1c(O)c(/C=N/N=C2CCCC2)c2ccc(C3=NNC(=O)CC3)cc21 | 1% | 11% | 21 | -6% | 4% | 1% | i | 25% | -1%
Cc1ccc(C)n1C1CCS(=O)(=O)C1 (configuration not stated) | -15% | 3% | -16 | -20% | ? | 1% | i | ? | 0%
Fc1ccc(N=C2NN=C(c3cc(F)ccc3F)CS2)cc1 | ? | 19% | -96* | ? | ? | -13% | i | ? | ?
O=c1c2ccccc2nc2n1C1(CCCCC1)Cc1ccccc1-2 | 7% | -23% | 18 | -3% | 18µM* | -3% | i | 12% | 4%
Cc1ccc(C(=O)N2CCCC(Nc3ccc(F)c(F)c3)C2)cn1 (configuration not stated) | 0% | -26% | 11 | -1% | -3% | -3% | i | -7% | -8%
CCC(Sc1nc2ncccc2[nH]1)C(=O)NCCc1ccccc1 (configuration not stated) | 1% | -26% | -10 | -5% | -4% | -17% | i | 3% | -8%
Cc1ccc2nc(NC(=S)NC(=O)c3ccc(OC(C)C)cc3)sc2c1 | 7% | 0% | -1 | 5% | ? | 0% | i | -4% | ?
O=S(=O)(Nc1cccc(S(=O)(=O)N2CCCC2)c1)c1ccc(Cl)s1 | 3% | -11% | 36 | 0% | 3% | -1% | i | -21% | -3%
CC(=O)Nc1ccc(NC(=O)Nc2ccc(C)cc2C)cc1 | 4% | -2% | ? | 7% | -6% | 2% | i | -11% | 3%
C=CCn1c(SCC(N)=O)nnc1-c1ccccc1O | 5% | -23% | 0 | 10% | -2% | -7% | i | -4% | 3%
CCOC(=O)CCc1c(C)nc(SCC(=O)O)c(C#N)c1C | 2% | 1% | -6 | 17% | 0% | 6% | i | -5% | 12%
Cc1ccc2c(c1)c1c(n2CC(O)CN2C(=O)CNC2=O)C(=O)CCC1 (configuration not stated) | 1% | 2% | -10 | 3% | 0% | 9% | i | -2% | 1%
O=C(N/N=C\c1cn(-c2ccccc2)nc1-c1ccccc1)c1ccc(Br)o1 | ? | -37% | 3 | -17% | ? | -16% | ? | ? | ?
C=C(C)Cn1c(SCC(=O)N/N=C/c2c(O)ccc3ccccc23)nc2ccccc2c1=O | -3% | -48% | 28 | -6% | ? | ? | i | ? | 0%
COC(=O)c1cc2occc2n1Cc1nc(-c2cccc(Br)c2)oc1C | . | -9% | . | . | . | 10% | i | . | 9%
O=C(OCc1ccccc1)c1cccnc1Cl | 13% | -9% | 0 | 15% | 0% | -5% | i | 0% | 14%
O=C(N/N=C/c1ccccn1)c1ccccc1 | -23% | -14% | 73 | -3% | ? | -27% | ? | 8% | -5%
CC(C)CCCN1CCN=C1Nc1ccccc1 | 0% | 1% | 5 | 4% | -1% | 2% | i | -5% | 3%
CN(C)c1ccc(N=Nc2nc3ccccc3n2C)cc1 | -5% | -130% | 0 | -1% | -1% | . | . | ? | -13%
Cn1ccnc1SCC(=O)Nc1ccc2c(c1)OCO2 | -1% | -2% | -4 | 19% | -1% | 11% | i | -1% | 25%
COCc1cc(C)nc(SCC(=O)Nc2cccc(C)c2C)c1C#N | 7% | 7% | 17 | 8% | -8% | -16% | i | -10% | -7%
Cc1cc(C)c(S(=O)(=O)N2CCCOC2CNC(=O)C(=O)NCc2ccncc2)c(C)c1 (configuration not stated) | 12% | -6% | -9 | 14% | -1% | -4% | i | -3% | 0%
Cc1ccc(N2C(=O)CS(=O)(=O)C23C(=O)N(Cc2ccc(Cl)cc2)c2ccccc23)cc1C (configuration not stated) | . | -20% | . | . | . | -12% | i | . | 0%
COc1cc(C2C(C(=O)c3ccc(C)o3)=C(O)C(=O)N2c2cc(C)on2)ccc1OCc1ccccc1 (configuration not stated) | 1% | -7% | 9 | 0% | -12% | . | i | 0% | -15%

In another format: entries from further up
| smiles | HT1080 IDH1KD tx | HepG2 viability | IL-1B inflam inh | HT1080-NT tox | MCF10A rerep | ATXN2 expr inh | S2 tox | SW480 rereplic | KB-3-1 tox |
| --- | --- | --- | --- | --- | --- | --- | --- | --- | --- |
| Cc1ccc2nc(NC(=S)NC(=O)c3ccc(OC(C)C)cc3)sc2c1 | 7% | 0% | -1 | 5% | ? | 0% | i | -4% | ? |
| O=C(OCc1ccccc1)c1cccnc1Cl | 13% | -9% | 0 | 15% | 0% | -5% | i | 0% | 14% |
| O=C(N/N=C/c1ccccn1)c1ccccc1 | -23% | -14% | 73 | -3% | ? | -27% | ? | 8% | -5% |
| O=S(=O)(Nc1cccc(S(=O)(=O)N2CCCC2)c1)c1ccc(Cl)s1 | 3% | -11% | 36 | 0% | 3% | -1% | i | -21% | -3% |
| CCn1c(O)c(/C=N/N=C2CCCC2)c2ccc(C3=NNC(=O)CC3)cc21 | 1% | 11% | 21 | -6% | 4% | 1% | i | 25% | -1% |

The list continues:
SMILES | HT1080 IDH1KD tx | HepG2 viability | IL-1B inflam inh | HT1080-NT tox | MCF10A rerep | ATXN2 expr inh | S2 tox | SW480 rereplic | KB-3-1 tox
Cc1nn(CC(=O)Nc2ccccn2)c(C)c1Br | 16% | 0% | 14 | 5% | 0% | -5% | i | -2% | 10%
Cc1ccc2[nH]c(C(=O)N/N=C/c3ccccc3O)c(C)c2c1 | 2.6µM* | -12% | 96 | ? | 18% | . | i | 24% | ?
O=C(COc1ccccc1)NCC1COc2ccccc2O1 (configuration not stated) | 3% | 2% | -15 | 11% | -6% | 11% | i | -11% | 9%
Cc1ccc(S(=O)(=O)N2CCn3cccc3C2C)cc1 (configuration not stated) | -8% | -34% | 13 | 0% | ? | ? | i | 2% | -1%
COc1ccc(CN2CCC(C)(Oc3ccc4c(c3)OCO4)C2)c2ccccc12 (configuration not stated) | ? | -23% | -7 | ? | . | -17% | i | . | -25%
Cc1ccc(C(C)C)c(OCCSc2nc(-c3ccccc3F)nc3cc(=O)[nH]n23)c1 | . | -34% | . | . | . | -6% | i | . | ?
Cc1ccc(CNC(=O)c2cnc3ccccc3n2)cc1 | -19% | -16% | 8 | -29% | -1% | 23% | i | -23% | -1%
Cc1c(Cl)cccc1NC(=O)CNC(=O)c1ccco1 | 10% | -7% | 1 | 6% | 0% | . | i | -18% | 3%
COc1ccc(OC)c(C2C(C(=O)N3CCCCC3)=C(C)Nc3nc4ccccc4n32)c1 (configuration not stated) | . | 1% | . | . | . | -8% | i | . | -2%
CC(Cc1ccc(Cl)cc1)N1CCC(n2nccc2NC(=O)C2CCCC2)CC1 (configuration not stated) | -23% | -42% | ? | ? | 11% | -16% | i | -4% | -22%
O=C(Nc1ccncc1)c1cccc(S(=O)(=O)N2CCc3ccccc32)c1 | ? | -20% | ? | -24% | 4% | ? | i | ? | ?
COCC(=O)Nc1ccc(S(=O)(=O)Nc2ccccn2)cc1 | 14% | -8% | 0 | 13% | -6% | 5% | i | -1% | 0%
Cc1cccc(NC(=S)N2CCC(N(C)CC3CCCO3)CC2)c1 (configuration not stated) | 3% | -16% | -13 | 8% | 2% | -9% | i | -1% | -6%
CCOC(=O)C1CCCN(C(=O)CSc2nnc3nc(C)cc(C)n23)C1 (configuration not stated) | 0% | -4% | 0 | -1% | -3% | -3% | i | -4% | 1%
COc1ccccc1Cn1c(=O)c2ccccc2n2c(SCC(=O)N3CCCCC3)nnc12 | 15% | 4% | -24 | 12% | -7% | 2% | i | . | 4%
O=C(OCc1nnc(-c2ccccc2)o1)c1cc2ccccc2cc1O | 2% | -1% | 4 | -1% | 11% | . | ? | 0% | -10%
CCOC(=O)C(=O)N(C)c1c(CC)nc2c(OCc3ccccc3OC)cccn12 | 6% | -15% | 25 | 24% | . | -1% | i | . | 0%
Cn1ncc2c(=O)n(/N=C/c3ccccc3)cnc21 | 0% | 1% | -5 | -1% | 11% | . | i | -5% | 0%
COc1ccc(-c2cc(C(F)(F)F)nc(-n3nc(C(F)(F)F)cc3C)n2)cc1 | . | -1% | . | . | . | -2% | i | . | -2%
O=C(O)Cc1ccc(NC(=O)Nc2cccc(Cl)c2)cc1 | 12% | 3% | 28 | 3% | -12% | 24% | i | -3% | 14%
COc1ccc(NC(=O)CSc2nnc(CNC(=O)c3ccco3)n2-c2ccccc2OC)cc1 | 6% | -2% | 6 | 3% | 1% | -8% | i | 2% | -1%
COc1ccc([N+](=O)[O-])cc1NC(=O)COC(=O)c1ccccc1C(=O)c1ccccc1 | -1% | -18% | -52* | -5% | 14% | 0% | i | 0% | -9%
CCCc1nc2ccccc2n1C(C(=O)NC(C)(C)C)C1CC1 (configuration not stated) | 14% | . | 34 | 19% | . | . | . | . | -2%
CCc1ccccc1NC(=O)C/C(C)=N/NC(=O)COc1ccccc1C | 2% | 5% | 3 | 0% | 15% | -1% | i | -9% | ?
COc1ccc(C(=O)NN2CC(O)=C(c3nc4ccccc4n3C)C2=N)cc1OC | 0% | 1% | 9 | 6% | -2% | 2% | i | -3% | ?

Compounds as they come. About 8.9% of those tested had a hit in this group.
